# From PubChem
# CD11b adhes inh: inhibitors of human CD11b/CD18 binding to fibrinogen. P05107+P11215. K562 CD11b/CD18 adhesion to fibrinogen, ATPlite luminescence; Mn2+ added to activate the integrin. inhibition, % at 10 µM. 93,000 compounds, 0.54% hits. AID 1497;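 active means primary inhibition of 50% or more at 10 µM, then 40% or more on retest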; further: some results filed as inactive read as strong as hits
# Target sequence (P05107 whole entry, looked up, other chains not shown): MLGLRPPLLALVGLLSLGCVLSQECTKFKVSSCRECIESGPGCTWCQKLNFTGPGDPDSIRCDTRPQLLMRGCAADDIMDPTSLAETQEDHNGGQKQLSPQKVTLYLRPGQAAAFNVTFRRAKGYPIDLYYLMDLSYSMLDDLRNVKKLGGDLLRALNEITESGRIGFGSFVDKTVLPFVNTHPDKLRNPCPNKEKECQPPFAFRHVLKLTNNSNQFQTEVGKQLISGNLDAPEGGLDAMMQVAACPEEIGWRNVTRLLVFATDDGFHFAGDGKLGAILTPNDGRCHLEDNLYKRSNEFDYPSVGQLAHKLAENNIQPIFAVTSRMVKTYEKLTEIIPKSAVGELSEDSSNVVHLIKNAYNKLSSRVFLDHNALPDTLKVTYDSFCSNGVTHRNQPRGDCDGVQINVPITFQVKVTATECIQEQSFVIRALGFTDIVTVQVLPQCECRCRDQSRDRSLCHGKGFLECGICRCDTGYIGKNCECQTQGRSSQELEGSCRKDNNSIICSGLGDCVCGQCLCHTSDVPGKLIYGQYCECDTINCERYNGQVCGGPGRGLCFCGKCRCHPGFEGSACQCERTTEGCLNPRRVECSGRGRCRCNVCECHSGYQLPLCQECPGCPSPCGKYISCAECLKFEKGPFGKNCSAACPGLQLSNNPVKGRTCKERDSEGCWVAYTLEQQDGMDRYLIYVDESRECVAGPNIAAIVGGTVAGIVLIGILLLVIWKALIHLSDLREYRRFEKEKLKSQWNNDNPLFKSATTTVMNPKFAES
# CD11b adhes enh: CD11b/CD18-fibrinogen binding enhancement | K562 CD11b/CD18 adhesion to fibrinogen, ATPlite luminescence | P05107+P11215 | AID 1499 | activation, % at 10 µM | 93,000 compounds, 0.07% hits;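 active means 10 µM primary screen giving 50% or more activity, confirmed by 40% or more on retest at that dose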; further: strong numbers were not always called active; reference of the scale not given here
# * marks the source's active call; other numbers are inactive results. An excerpt; rates above refer to the full screens.
CD11b adhes inh	CD11b adhes enh	smiles
-6	4	Cc1cc(C(=O)CN2C(=O)NC(C)(c3ccccc3)C2=O)c(C)n1CC1CCCO1 (centres undefined)
44	1	CC(C)CCNC(=O)c1sc2ccc(S(=O)(=O)N3CCCCC3)cc2c1N
7	3	COc1ccc(/C=C/C(=O)O/N=C(\N)c2ccccc2)cc1OC
34	2	O=C(O)/C(=C\c1ccc(Br)cc1)c1ccc(S(=O)(=O)N2CCCCC2)s1
4	2	O=S(=O)(c1cccc(NC(=S)N2CCN(c3ccccc3F)CC2)c1)C(F)F
17	8	Cc1cccc(NC(=O)COC(=O)c2ccccc2-c2nc3ccccc3s2)c1C
-7	2	Cc1cccc(C)c1NC(=S)N(c1ccccc1)C(C)C
16	-2	CCCn1c(C)cc(/C=C(\C#N)C(=O)OCC(=O)Nc2ccc(OC)c(Cl)c2)c1C
14	29	CCc1ccccc1NC(=O)COc1ccc2oc(-c3ccc(OC)cc3)cc(=O)c2c1
33	37	CCCNCC(O)Cn1c2ccccc2n2c(=O)cc(C)c(C#N)c12 (centres undefined)
22	1	Cc1ccccc1NC(=O)CNc1ccc(Cl)c(C(F)(F)F)c1
-6	-1	Cc1c(NC(=O)c2c(NC(=O)CNC3CC3)sc3c2CCCC3)c(=O)n(-c2ccccc2)n1C
23	3	O=C(C1=NN[C@@H]2C(=O)N(c3cccc(C(F)(F)F)c3)C(=O)[C@H]12)C(c1ccccc1)c1ccccc1
13	10	CC(=O)[C@H]1[C@H](c2cccc(Cl)c2)C(C#N)(C#N)[C@@H]2c3ccccc3C=CN21
6	-3	Cc1cccc(NC(=O)C2(c3cccs3)CCOCC2)n1
0	7	O=C(COC(=O)/C=C/c1ccc(Cl)cc1Cl)NCCC1=CCCCC1
6	-1	O=C(COc1ccccc1Cl)NCCC1=CCCCC1
5	2	CCOC(=O)NC(NCc1ccccc1)(C(F)(F)F)C(F)(F)F
-2	-1	CCOC(=O)C(C)Oc1ccc2c(-c3cccc([N+](=O)[O-])c3)cc(=O)oc2c1 (centres undefined)
9	17	COc1ccc(NS(=O)(=O)c2cc(NC(=O)/C=C/c3cccs3)ccc2N2CCOCC2)cc1
102	-9	CCOc1ccc2nc(N3C(=O)/C(=C/c4ccccc4)NC3=S)sc2c1
44	2	CCCOc1ccc(Cc2c(Cl)nc(SC)nc2OC)cc1
-32	34	O=C(Cn1nc(-c2ccccc2F)ccc1=O)Nc1ccc(S(=O)(=O)N2CCCCCC2)cc1
9	-3	O=C(COC(=O)CSc1cc(Cl)ccc1Cl)NCc1ccc2c(c1)OCO2
10	0	CC(=O)NN1C(=O)c2ccccc2NC1c1ccccn1 (centres undefined)
8	1	CN(C(=S)Nc1ccc(SC(F)F)cc1)c1ccc(O)cc1
14	-3	CC(C)COP(=O)(OCC(C)C)C(O)c1ccc(F)cc1 (centres undefined)
14	3	Cc1ccc(/C=C2\Oc3cc(OC(=O)N4CCOCC4)ccc3C2=O)cc1
17	9	Cc1ccc(C(=O)NC(=S)/C=C2\N(C)c3ccccc3C2(C)C)cc1
-3	4	O=C(Cc1coc2ccc3ccccc3c12)NCc1cccs1
-5	-1	Cc1nc(C)c(CCNC(=O)c2ccccc2)s1
104*	-8	O=[N+]([O-])c1cccc(NC(=S)NCCc2ccccc2)c1
24	0	CCOC(=O)c1c(NC(=O)C2COc3ccccc3O2)sc2c1CC(C)(C)NC2(C)C (centres undefined)
33	15	COc1ccc(C2c3c(ncn(Cc4ccco4)c3=N)Oc3ccc4ccccc4c32)cc1 (centres undefined)
1	6	CCC(=O)N1N=C2CC(C)(C)OCC2C1c1ccccc1 (centres undefined)
58	-4	CCOC(=O)c1sc2ccccc2c1OC(=O)c1ccccc1OC
-10	6	CC(NC(=O)COC(=O)c1ccc([N+](=O)[O-])s1)c1ccccc1 (centres undefined)
-2	1	N#C/C(=C\c1ccco1)C(=O)Nc1cccc2ncccc12
8	0	O=C(COC(=O)c1sc2ccccc2c1Cl)NCC1CCCCC1
-15	33	Cc1ccc(-n2c(=O)c3ccc(C(=O)NCc4ccco4)cc3n(Cc3ccccc3C#N)c2=O)cc1
8	18	O=C(CSc1nnc(-c2ccc(F)cc2)c2ccccc12)Nc1ccccc1
100	-8	CCOC(=O)c1cc([N+](=O)[O-])sc1NC(=O)c1ccc(S(=O)(=O)N2CC3(C)CC2CC(C)(C)C3)cc1 (centres undefined)
-13	24	Cc1cc(C)c2c(c1)NC(c1cc3c(cc1Br)OCO3)C1CC=CC21 (centres undefined)
-5	-2	Cc1cc(C)c(OCC(=O)OCCNC(=O)c2cccnc2)c(C)c1
17	3	CCOC(=O)CNS(=O)(=O)c1cc(-c2nnc(Nc3ccc4c(c3)OCO4)c3ccccc23)ccc1C
1	6	Cc1ccc(C)c(-n2cc(-c3ccc(Cl)cc3)nc2SCC(=O)NC2CCS(=O)(=O)C2)c1 (centres undefined)
-6	1	O=C(CCS(=O)(=O)c1ccccc1)Nc1ccc(-c2nc3ccccc3s2)cc1
8	-2	Cc1c(C(=O)C(=O)N2CC=C(c3ccccc3)CC2)c2ccccc2n1C
9	0	CCOc1ccc(/C=N/OCC(=O)NCc2cccs2)cc1
-17	0	COc1ccc(-c2ccnc(SCC(=O)c3ccc(OC)c(OC)c3)n2)cc1

# Next part; the last five above are carried over.
CD11b adhes inh	CD11b adhes enh	smiles
1	6	Cc1ccc(C)c(-n2cc(-c3ccc(Cl)cc3)nc2SCC(=O)NC2CCS(=O)(=O)C2)c1 (centres undefined)
-6	1	O=C(CCS(=O)(=O)c1ccccc1)Nc1ccc(-c2nc3ccccc3s2)cc1
8	-2	Cc1c(C(=O)C(=O)N2CC=C(c3ccccc3)CC2)c2ccccc2n1C
9	0	CCOc1ccc(/C=N/OCC(=O)NCc2cccs2)cc1
-17	0	COc1ccc(-c2ccnc(SCC(=O)c3ccc(OC)c(OC)c3)n2)cc1
25	24	O=C(Nc1ccc(-c2nc3cc(Cl)ccc3c(=O)o2)cc1)c1ccco1
-5	0	Cc1ccc(-n2nc(C)c(NC(=O)CCl)c2C)cc1
4	2	CSCCC(NC(=O)c1ccc([N+](=O)[O-])cc1Cl)C(=O)OCC(=O)NCC(F)(F)F (centres undefined)
-6	28	CC(C)Cc1nnc(NC(=O)CCC(=O)NC2CCCc3ccccc32)s1 (centres undefined)
0	6	Cc1cc(Oc2nc3c(C)cccn3c(=O)c2/C=C(\C#N)S(=O)(=O)c2ccccc2)ccc1Cl
3	86*	CC(/C=C1\SC(=S)N(CCCC(=O)Nc2ccc(C(=O)O)c(O)c2)C1=O)=C\c1ccccc1
-4	4	CSCCC(NC(=O)C12CC3CC(CC(C3)C1)C2)C(=O)OCC(=O)c1ccccc1 (centres undefined)
10	-1	Cc1cc(C)c2nc3nc(C)cc(C)c3c(N)c2c1
6	0	COc1cc2c(cc1OC)C(Nc1ccccc1)=NC(C)(C)C2
12	2	Cc1cc(C)cc(NC(=O)CSc2nc3c(c(=O)[nH]2)CN(Cc2ccc(F)cc2)CC3)c1
5	-3	COc1ccc(C(=O)N/N=C/c2ccc(OC(=O)c3cccs3)cc2)cc1
45	-7	CCc1ccc(/C=C/C(=O)c2ccc(N3CCOCC3)cc2)cc1
10	1	CCc1cc(C(c2ccc(OC)c(OC)c2)N2CCOCC2)c(NC(=O)c2ccccc2)s1 (centres undefined)
-4	1	O=C(c1ccco1)N1CCN(C2CCCC2)CC1
-4	-5	O=C(O)COc1ccccc1C1C2C(=O)N(c3ccccc3)C(=O)C2ON1c1ccccc1 (centres undefined)
-2	2	Cc1cc(C(=O)N/N=C/c2ccc(-c3cccc(Cl)c3Cl)o2)n[nH]1
14	37	CCOC(=O)C1(C)C=C(Nc2ccc(OC)cc2)C(=O)N1c1ccc(OC)cc1 (centres undefined)
79	-1	COc1ccc(-c2csc(NC(=O)COC(=O)Cc3ccc(Cl)cc3Cl)n2)cc1
-1	1	COCCCNC(=O)c1cccc2c(=O)c(C)c(-c3ccccc3)oc12
-2	15	N#Cc1c(-c2ccccc2)nc(SCC(=O)N(c2ccccc2)c2ccccc2)[nH]c1=O
1	-2	CC(C)NC(=O)NC(=O)COC(=O)CCCSc1nc2ccccc2s1
-12	-2	CCOC(=O)/C=C1\SCC(=O)N1CC(=O)NCc1cccc(Cl)c1
-31	-1	COc1ccc(/C=N/NC(=O)c2ccc(N(C)S(=O)(=O)c3ccccc3)cc2)cc1OC
58	-2	COc1ccccc1NC(=O)C(Sc1ccccc1)c1ccccc1 (centres undefined)
98	-9	O=C(Nc1cccc(S(=O)(=O)N2CCCCC2)c1)c1ccccc1NS(=O)(=O)c1ccc(F)cc1

# Sorted by SMILES length (lowest first): part of the list above.
CD11b adhes inh	CD11b adhes enh	smiles
14	-3	CC(C)COP(=O)(OCC(C)C)C(O)c1ccc(F)cc1 (centres undefined)
-32	34	O=C(Cn1nc(-c2ccccc2F)ccc1=O)Nc1ccc(S(=O)(=O)N2CCCCCC2)cc1
0	6	Cc1cc(Oc2nc3c(C)cccn3c(=O)c2/C=C(\C#N)S(=O)(=O)c2ccccc2)ccc1Cl

# New compounds follow:
CD11b adhes inh	CD11b adhes enh	smiles
-7	-1	O=C(COc1ccccc1F)N/N=C1\CCCc2ccccc21
7	2	CCNC(=S)NNC(=O)c1cc(C)nc2ccccc12
9	2	CC(C)CNC(=O)c1ccccc1NC(=O)c1ccccc1N(C)S(=O)(=O)c1ccccc1
-2	1	O=C(CSc1ccc(Cl)cc1)Nc1ccccc1N1CCN(C(=O)c2ccc(Cl)cc2)CC1
-6	18	Cc1ccc2oc(-c3ccc(C)c(NC(=S)NC(=O)c4cccs4)c3)nc2c1
24	-4	COc1cccc(CSc2nc3ccccc3[nH]2)c1
-3	-2	CCOCCCNC(=O)C(=O)NCCCOCC
-15	4	Cc1ccc(C(=O)NNC(=O)c2ccco2)cc1
27	0	COc1ccc(NS(=O)(=O)c2ccc3nc(COc4ccc(Cl)c(C)c4)[nH]c3c2)cc1
13	6	CC(CCc1ccccc1)NC(=O)COC(=O)C12CC3CC(CC(Br)(C3)C1)C2 (centres undefined)
-12	-1	CCCC(O)(CCC)C(=O)NN(C(=O)CCl)c1ccccc1
-2	13	Cc1ccc(NC(NC(=O)Cc2ccccc2)C(Cl)(Cl)Cl)cc1 (centres undefined)
3	4	COCCn1c(SCC(=O)Nc2ccc(N3CCOCC3)cc2)nc2ccccc21
10	-2	O=C(COc1ccc(C(=O)c2ccccc2)cc1)NCc1ccc(F)cc1
-8	2	CC(C)CNC(=O)c1ccccc1NC(=O)CCSc1ccccc1
9	7	CCCC1(CCC)NC(=O)N(CC(=O)c2cc(C)n(-c3ccc4c(c3)OCO4)c2C)C1=O
25	20	c1ccc(-c2csc(Nc3ncccn3)n2)cc1
-5	1	Cc1nnc2sc(SCc3ccccc3)nn2c1=O
4	2	OCC1CCCN(c2nc(CN3CCCCC3)nc3scc(-c4ccccc4)c23)C1 (centres undefined)
-2	-3	COc1ccc(-c2nc3ccccc3c(=O)n2CCOc2ccc(C)cc2C)cc1
-4	4	C(=N\n1c2ccccc2c2ccccc21)/c1ccccc1
12	18	O=C(CSc1nnnn1-c1ccccc1)Nc1ncc(Cc2ccccc2Cl)s1
-7	1	CCOc1ccc(-n2cccc2C=O)cc1
23	5	COc1ccc(OCCSc2nnc3c(Cl)cc(Cl)cn23)cc1
2	2	Cc1cc(SCC(=O)Nc2ncc(Cl)cc2Cl)nc2ccccc12

# Given field by field: 4 of the compounds above
Cc1ccc(C(=O)NNC(=O)c2ccco2)cc1
  CD11b adhes inh = -15; CD11b adhes enh = 4
COc1ccc(NS(=O)(=O)c2ccc3nc(COc4ccc(Cl)c(C)c4)[nH]c3c2)cc1
  CD11b adhes inh = 27; CD11b adhes enh = 0
CC(CCc1ccccc1)NC(=O)COC(=O)C12CC3CC(CC(Br)(C3)C1)C2 (centres undefined)
  CD11b adhes inh = 13; CD11b adhes enh = 6
CCCC(O)(CCC)C(=O)NN(C(=O)CCl)c1ccccc1
  CD11b adhes inh = -12; CD11b adhes enh = -1

# Next compounds:
CD11b adhes inh	CD11b adhes enh	smiles
34	-3	Cc1ccc(C2=NN=C(NC(=O)CSc3nc(C)cc(C)n3)SC2)cc1
11	-3	CC[n+]1c(/C=C(/C)SC)sc2ccccc21
-8	-2	Cc1cc(C)c2c(N)c(C(=O)c3cccc(Cl)c3)sc2n1
13	0	CCN1CCN(Cc2c(O)ccc3c2O/C(=C\C=C\c2ccccc2OC)C3=O)CC1
3	0	COc1cccc(C(=O)NCC2CCCO2)c1 (centres undefined)
41	3	C/C(=N\NC(=O)COc1ccc(C)cc1C(C)C)c1ccc(-n2ccnc2)cc1
13	0	COc1ccc(-c2csc(-c3cc4ccccc4oc3=N)n2)cc1
5	0	Cc1ccc(OCc2ccc(C(=O)O)o2)c([N+](=O)[O-])c1
-1	-2	CCOC(=O)C1=C(CS(=O)(=O)c2ccc(F)c(C)c2)NC(=O)NC1c1ccc(O)c(O)c1 (centres undefined)
5	5	Cc1nc(NC(=O)COC(=O)c2cc3c(s2)CCC(C)C3)c(Cl)cc1Cl (centres undefined)
-3	-4	Cc1ncc([N+](=O)[O-])n1CCOC(=O)c1ccccc1
-2	3	Cc1nc(Nc2ccccc2Cl)sc1C(=O)Nc1ccccc1
-1	-2	Cc1ccc(-n2c3c(c(=O)[nH]c2=O)C(NS(=O)(=O)c2ccc(Cl)cc2)(C(F)(F)F)C(=O)N3)cc1 (centres undefined)
18	3	c1csc(-c2nnc(NC3CCCCC3)c3ccccc23)c1
7	1	Cc1ccc(C(=O)NCCc2nc3ccccc3[nH]2)cc1[N+](=O)[O-]
6	70	CC(=O)Nc1ccc(N=Cc2ccc(OCc3ccccc3)cc2)cc1
15	1	CC(=O)c1c(C)[nH]c(C(=O)Nc2ccc(Cl)c(S(=O)(=O)N3CCOCC3)c2)c1C
18	6	O=C(Cn1cc(SCc2ccc(Cl)cc2)c2ccccc21)N1CCOCC1
38	16	N#C/C(=C\c1c[nH]c2ccccc12)C(=O)Nc1ncc(Cc2ccc(Cl)cc2Cl)s1
2	29	COc1cccc(N/C(N)=N/c2nc(C(F)(F)F)cc(=O)[nH]2)c1
